# GPR151 ag: human GPR151 activation; Q8TDV0; PathHunter beta-arrestin GPR151 cells, luminescence; activation, % at 11.2 µM; 1% of 650,000 active; AID 1508602; in the data active means activation above about 4.9%;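 further: 0% = median of compound wells and 100% = cells with positive control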
# MITF primary: blocks human microphthalmia-associated transcription factor; O75030; AlphaScreen MITF homodimerization, bead proximity signal; inhibition, % at 2.6 µM; 0.91% of 650,000 active; AID 1259374; in the data active means inhibition above about 50%;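 further: 0% = vehicle wells with protein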
# FBW7 activator: activators of human E3 ligase FBW7; normalized activity (activation), % at 26.1 µM; 0.13% of 650,000 active; AlphaScreen FBW7–phospho-cyclin E peptide binding, activator screen; AID 1259310; in the data active means normalized activity above about 1.9%;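 further: purified mutant Fbw7 with reduced substrate affinity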
# Target sequence (Q969H0 whole entry, looked up): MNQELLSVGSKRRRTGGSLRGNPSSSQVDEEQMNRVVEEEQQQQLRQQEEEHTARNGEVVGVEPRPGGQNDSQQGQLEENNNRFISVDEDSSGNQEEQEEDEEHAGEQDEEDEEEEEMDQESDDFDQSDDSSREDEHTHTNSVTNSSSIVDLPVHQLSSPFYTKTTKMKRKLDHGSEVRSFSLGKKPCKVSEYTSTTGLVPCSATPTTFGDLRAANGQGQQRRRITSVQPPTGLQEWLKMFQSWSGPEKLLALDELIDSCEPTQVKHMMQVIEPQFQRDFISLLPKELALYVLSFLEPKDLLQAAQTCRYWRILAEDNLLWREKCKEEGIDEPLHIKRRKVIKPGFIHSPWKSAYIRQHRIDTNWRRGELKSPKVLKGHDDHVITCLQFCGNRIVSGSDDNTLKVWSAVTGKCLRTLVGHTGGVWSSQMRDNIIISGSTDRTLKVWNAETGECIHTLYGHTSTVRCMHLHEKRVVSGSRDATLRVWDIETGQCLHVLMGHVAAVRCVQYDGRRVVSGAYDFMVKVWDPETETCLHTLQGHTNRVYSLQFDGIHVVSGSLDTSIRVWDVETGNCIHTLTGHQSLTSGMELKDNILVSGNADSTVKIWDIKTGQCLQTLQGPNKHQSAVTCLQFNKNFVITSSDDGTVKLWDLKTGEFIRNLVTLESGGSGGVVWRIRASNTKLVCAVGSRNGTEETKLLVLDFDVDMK
# TEAD-YAP block: TEAD-YAP interaction inhibition. HEK-TIYL cells, TEAD-Gal4/YAP UAS-luciferase luminescence. inhibition, % at 9.12 µM. 1.4% of 640,000 active. AID 1259422; in the data active means inhibition above about 32%;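 further: 0% = median of test compound wells and 100% = reference inhibitor wells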
# The depositor's hits bear a star; & = joins results of further samples. Rows are unselected; 3.4% or so of the library scored in one or more.
SMILES,GPR151 ag,MITF primary,FBW7 activator,TEAD-YAP block
COc1cccc(/C=C/C(=O)OCC(=O)c2ccc3c(c2)OCCO3)c1OC,-0.3,6,-0.1,-9
CCc1nn(Cc2ccncc2)c(=O)c2cc3sc(C)cc3n12,1.4,-3,-0.2,6
CCCCN(C)CCNC(=O)c1c(O)nc2c(C)cccn2c1=O,-2.2,21,-0.1,-2
CN(C)C(=O)C12CC3CC(C1)CC(c1ccc([N+](=O)[O-])cc1)(C3)C2,-1.3,0,0.1,-4
COc1ccc(NC(=S)NC2CC(C)(C)NC(C)(C)C2)cc1,0.2&-1.0,-4&18,-0.1&0.0,0&-3
Cc1nnc(SCC(=O)Nc2ccccc2F)n(N)c1=O,-1.6,-129,-0.3,2
CCCCOc1ccc(S(=O)(=O)N2CCSC2c2cccc([N+](=O)[O-])c2)cc1 (configuration not stated),-0.3,5,-0.1,1
O=C(Nc1cc(C(=O)N2CCCCCC2)ccc1N1CC2CC(C1)c1cccc(=O)n1C2)c1ccc(Br)o1 (configuration not stated),0.8,-2,-0.1,-5
c1ccc(Oc2cccc(OCCOCCn3cncn3)c2)cc1,-2.0,72*,-0.2,-10
COc1ccc(Nc2cc(N3CCCC(C)C3)c3noc4c3c2C(=O)c2ccccc2-4)cc1 (configuration not stated),-0.1,4,-0.3,2
COc1ccc(N/C(C)=C/C2=[N+](c3ccccc3)C(C)(O)CS2)cc1 (configuration not stated),0.6,-7,0.8,1
COc1ccc(NC(=O)CCCCn2c(=S)[nH]c3ccsc3c2=O)cc1,2.6,7,0.1,-1
CCOC(=O)c1c(C)nc2c(Br)cc(Br)c3c2c1-c1ccccc1C3=O,-0.7,5,-0.1,-18
Cc1csc(NC(=O)/C=C/c2ccc(C)o2)n1,-1.6,1,-0.2,-51
Cc1ccc(NC(=O)OC2COC3C(OC(=O)Nc4ccc(C)cc4)COC23)cc1 (configuration not stated),-0.1,6,0.2,-41
CC(Nc1cc(N2CCN(C(=O)c3ccccc3F)CC2)ccc1[N+](=O)[O-])C12CC3CC(CC(C3)C1)C2 (configuration not stated),0.9,-4,-0.2,-2
Cc1cc(NC(=O)CCN2CCc3ccccc3C2)ccc1Br,0.6,8,-0.2,3
Cc1cccn2c(=O)c(/C=C(\C#N)C(=O)NC3CCCCC3)c(Oc3ccccc3F)nc12,-0.6,-21,0.0,-8
Cc1nn(-c2ccccc2)c2[nH]c(=O)c(CNCc3cccnc3)cc12,-0.4,-2,-0.1,-12
CCOc1ccc(CCNC2=CC(=O)OC23CCCCC3)cc1OCC,-1.3,14,0.4,20
CCN(CC)C(=O)Cn1c(=O)n(-c2ccccc2)c(=O)c2sccc21,0.1,3,0.0,7
COc1cc(OC)c(C(=O)NCc2nc(-c3ccc(Cl)cc3)no2)cc1OC,4.7,4,-0.1,-3
CC(C)(C)c1ccc(C(=O)NCC(=O)Nc2ccccc2)cc1,-0.1,11,0.6,-55
CCN(CCn1cccn1)C(=O)c1cccc(OC2CCN(S(C)(=O)=O)CC2)c1,4.2,1,0.0,10
Cc1c(Cl)cccc1NCN1C(=O)c2ccccc2C1=O,-0.4,11,-0.1,2
CCN1C(=O)C(CC(=O)Nc2ccccc2)N(Cc2ccc(Cl)cc2)C1=S (configuration not stated),-0.7,10,0.1,8
CCCCCCCc1ccc(-c2ccc(Br)c([N+](=O)[O-])c2)nc1,-0.7,8,0.1,0
Cc1ccccc1-n1c(SCc2cccc(F)c2)nc2[nH]ncc2c1=O,1.7,-14,-0.2,-27
CNC(=S)NNC(=O)COc1ccc(C)c(C)c1,0.1,7,-0.1,-3
O=C(CC(=O)N/N=C/c1ccc(O)cc1O)N/N=C/c1ccc(O)cc1O,3.3,10,-0.7,-2
Cc1ccccc1OCC(=O)Nc1ccc(S(N)(=O)=O)cc1,1.8,3,0.2,7
CCSc1nc2sccn2c(=O)c1C(=O)NCc1cc(Cl)cc(Cl)c1,-0.6,14,0.3,8
CCOC(=O)c1ccccc1NC(=O)CN(c1cccc(C(F)(F)F)c1)S(C)(=O)=O,-1.1,7,0.0,17
O=C(C1CCCO1)N1CCN(C(=O)C23CC4CC(CC(C4)C2)C3)CC1 (configuration not stated),0.9,6,-0.2,6
Cc1c(Br)cc(C(=O)N2CCCC2)c(C)c1C,0.2,3,0.0,-2
Cc1cc(C)c(S(=O)(=O)N2CCCCC2C)cc1C (configuration not stated),-0.2,3,0.0,7
CCOC(CNC(=O)c1cc2c(=O)[nH]c3ccc(C)cc3c2s1)OCC,0.5,-3,0.1,-7
CCCCOC(=O)COc1ccc2c(=O)c(Oc3cccc(C)c3)coc2c1,-1.3,11,-0.1,-3
COc1cc2c(cc1CN1CCc3c(nc(N4CC(C)OC(C)C4)[nH]c3=O)C1)OCO2 (configuration not stated),-0.3,4,0.1,-2
CN1CCN(C(=O)c2ccc(-c3cncc(C(=O)NCc4nc5ccccc5[nH]4)c3)cc2)CC1,2.0,6,-0.1,3
Cc1cc(N)n(-c2ncnc3sc4c(c23)CCC4)n1,-0.7,2,-0.2,-2
CCC(C)c1ccc(NS(=O)(=O)c2cc(Cl)ccc2Cl)cc1 (configuration not stated),1.0,-9,-0.2,6
NC(=O)Nc1ccc(C(=O)OCc2cc(F)cc3c2OC(c2ccccc2)OC3)cc1 (configuration not stated),0.5,-3,-0.1,4
O=C(CCNS(=O)(=O)c1ccc(Br)cc1)N1CCCC1,-1.8,1,0.1,11
CCOc1cc(C2NC(=O)NC(C)=C2C(=O)OC(C)(C)C)ccc1O (configuration not stated),-0.1,5,0.1,-3

# 15 consecutive compounds from above, quoted:
SMILES,GPR151 ag,MITF primary,FBW7 activator,TEAD-YAP block
COc1cccc(/C=C/C(=O)OCC(=O)c2ccc3c(c2)OCCO3)c1OC,-0.3,6,-0.1,-9
CCc1nn(Cc2ccncc2)c(=O)c2cc3sc(C)cc3n12,1.4,-3,-0.2,6
CCCCN(C)CCNC(=O)c1c(O)nc2c(C)cccn2c1=O,-2.2,21,-0.1,-2
CN(C)C(=O)C12CC3CC(C1)CC(c1ccc([N+](=O)[O-])cc1)(C3)C2,-1.3,0,0.1,-4
COc1ccc(NC(=S)NC2CC(C)(C)NC(C)(C)C2)cc1,0.2&-1.0,-4&18,-0.1&0.0,0&-3
Cc1nnc(SCC(=O)Nc2ccccc2F)n(N)c1=O,-1.6,-129,-0.3,2
CCCCOc1ccc(S(=O)(=O)N2CCSC2c2cccc([N+](=O)[O-])c2)cc1 (configuration not stated),-0.3,5,-0.1,1
O=C(Nc1cc(C(=O)N2CCCCCC2)ccc1N1CC2CC(C1)c1cccc(=O)n1C2)c1ccc(Br)o1 (configuration not stated),0.8,-2,-0.1,-5
c1ccc(Oc2cccc(OCCOCCn3cncn3)c2)cc1,-2.0,72*,-0.2,-10
COc1ccc(Nc2cc(N3CCCC(C)C3)c3noc4c3c2C(=O)c2ccccc2-4)cc1 (configuration not stated),-0.1,4,-0.3,2
COc1ccc(N/C(C)=C/C2=[N+](c3ccccc3)C(C)(O)CS2)cc1 (configuration not stated),0.6,-7,0.8,1
COc1ccc(NC(=O)CCCCn2c(=S)[nH]c3ccsc3c2=O)cc1,2.6,7,0.1,-1
CCOC(=O)c1c(C)nc2c(Br)cc(Br)c3c2c1-c1ccccc1C3=O,-0.7,5,-0.1,-18
Cc1csc(NC(=O)/C=C/c2ccc(C)o2)n1,-1.6,1,-0.2,-51
Cc1ccc(NC(=O)OC2COC3C(OC(=O)Nc4ccc(C)cc4)COC23)cc1 (configuration not stated),-0.1,6,0.2,-41

# The listing continues.
SMILES,GPR151 ag,MITF primary,FBW7 activator,TEAD-YAP block
c1ccc(Nc2nccc(-c3ccccc3)n2)cc1,-0.8,15,1.0,-79
CC1(C(=O)NCc2cccs2)CC1(Br)Br (configuration not stated),-0.3,0,0.1,3
O=C(Nc1ccc(N2CCOCC2)cc1)c1cccc(-n2cc(Nc3cscc3Br)cn2)c1,0.1,6,0.1,-11
O=C(Nc1ccncc1)C1(c2ccccc2)CCOCC1,-0.3,10,0.1,5
Cc1cnn(C(=O)C2(C)CC2(Cl)Cl)c1 (configuration not stated),-0.2,33,0.5,10
O=C(COC(=O)c1ccc[nH]c1=O)Nc1ccc(F)cc1F,-0.4,4,-0.1,-7
COC(=O)c1c(-c2ccc(OC)cc2OC)csc1NC(=O)c1ccccc1,-0.7,0,-0.1,1
Cc1c(C(=O)N2CCCC2)oc2c1-c1nn(CC(=O)NCc3cccc(F)c3)cc1CC2,-0.7,3,0.0,5
O=C(O)CCC(=O)Nc1nc2ccccc2[nH]1,-0.1,-10,-0.1,-2
Cc1cccc(Oc2ccc(N3C(=O)C4C5C=CC(C6CC56)C4C3=O)cc2)c1 (configuration not stated),-0.8,4,0.5,13
CCOc1cc(C2C(C#N)=C(N)Oc3n[nH]c(C)c32)ccc1OC(=O)N1CCOCC1 (configuration not stated),2.3,-9,-0.1,-2
CSc1nnc(C(C)(C)C)c(=O)n1NC(=O)c1ccccc1Cl,0.2,-2,0.1,7
Cc1cc(C)cc(-n2c(C)c(C)n3c4c(=O)n(CC(N)=O)c(=O)n(C)c4nc23)c1,0.5,4,0.6,-6
CC(C)Sc1nnc2oc3ccc(S(=O)(=O)N(C)C)cc3n12,-2.8,7,0.0,-20
Nc1ncnc(NNC(=O)CNC(=O)c2cccs2)c1[N+](=O)[O-],-1.0,3,-0.1,-2
CC(=O)N1c2ccccc2Oc2cc3ccccc3cc21,-0.9,9,0.4,-33
CCOc1cc(C(NC(=O)C(C)C)c2cc([N+](=O)[O-])c3cccnc3c2O)ccc1O (configuration not stated),1.0,35,-0.6,9
COc1ccc(CCNC(=O)CN(Cc2ccccc2)S(=O)(=O)c2ccccc2)cc1,-0.5,2,-0.2,-1
Cc1cccc(CC2CC(=O)N(c3ccc4ccccc4n3)C2=O)c1 (configuration not stated),-1.0,3,0.1,19
Cc1ccc(NC(=O)COC(=O)c2nn(-c3ccccc3[N+](=O)[O-])c(C)cc2=O)cc1C,2.2,5,-0.1,3
CCOC(=O)N1CCN(C(=O)C2CCN(C(=O)c3ccccc3C)CC2)CC1,1.1,4,-0.1,11
CC(=O)c1cccc(-c2ccc(C(=O)Nc3ccc(N4CCOCC4)cc3)s2)c1,1.8,18,0.2,-7
O=C(Nc1cccc(Br)c1)c1cc2ccccc2oc1=O,0.5,-17,-0.1,-35
COc1ccc(/C=C(\C#N)C(=O)Nc2ccc(Br)cc2F)cc1,-0.8,0,-0.3,0
CC1CC(C)(C)NC(=S)N1CC(=O)NCCCN1CCN(c2ccccc2F)CC1 (configuration not stated),0.1,-3,-0.2,12
CCOC(=O)CSc1nc2c(c(=O)n1C1CCCCC1)C1(CCCCC1)Cc1ccccc1-2,0.0,-4,0.6,-1
O=[N+]([O-])c1ccc(/C=C/S(=O)(=O)NNc2ccccc2)cc1,-1.0,-7,-0.1,3
COC(=O)C1CC(=O)OC12CCCCC2 (configuration not stated),0.4,-2,-0.1,7
COCCCNC(=O)Cn1cnc2sc3c(c2c1=O)CCCC3,-1.3,-11,-0.2,4
Cc1cc(NC(=O)CSc2nc3ccsc3c(=O)n2CCCC(=O)NCCc2ccccc2)no1,1.8,31,0.0,6
CC(=O)Nc1ccc(NC(=O)Cc2cn(-c3ccc(Nc4nccc5ccccc45)nn3)c3ccccc23)cc1,-0.9,-3,-0.1,-3
CCOC(=O)C1=C(C)N=c2s/c(=C\c3ccc(OCc4ccccc4Cl)c(OCC)c3)c(=O)n2C1c1ccc(N(C)C)cc1 (configuration not stated),0.1,-1,0.3,-15
Cc1ccc(CNC(=O)C(=O)NCCC(C)C)cc1,-0.3,6,0.1,4
O=C1N[C@@H](Cc2ccc(Cl)cc2)C(=O)N2CCN(Cc3ccc(Cl)s3)C[C@H]12,1.2,-5,0.0,0
Cc1ccc(NC(=O)COC(=O)CCNC(=O)NC23CC4CC(CC(C4)C2)C3)cc1F,2.9,-7,0.2,3
N/C(Cc1cccs1)=N\OC(=O)c1ccccc1,0.4,-7,-0.2,-39
COc1cccc(CNCc2cc(OC)c(OC)c(OC)c2)c1OC,-0.3,39,0.2,-2
COc1ccc(CNC(=O)C(C)Oc2cccc(C)c2C)cc1 (configuration not stated),-0.2,9,0.1,-6
CNCc1c(OCc2ccccc2)ccc2ccccc12,0.8,-6,-0.2,6
Cc1ccc(CCN2C(=O)CN(C3CCCC(C)C3C)C(=O)C2c2ccc(F)cc2)cc1 (configuration not stated),-0.3,1,-0.1,-4
O=C(Nc1ccc(F)c(F)c1)c1cc(F)cc(F)c1,1.3,-4,0.5,11
CCN(CC)CC(=O)OCC1C(C)C=C(C)CC1C (configuration not stated),-0.8,-9,0.0,3
O=C1C=Cc2ccccc2/C1=C/c1c(O)n(-c2ccc(Br)cc2)[nH]c1=O,0.4,20,0.8,-2
CC(C)n1c(Nc2ccncc2)nc2c(NCCCN3CCCC3=O)ncnc21,0.9,-3,-0.1,2
O=C1Cc2cc(S(=O)(=O)Nc3ccc(Br)cc3)cc3c2N1CCC3,-0.4,13,0.1,3
Cc1cccc(CN2CCN(C3CCCCCC3)CC2CCO)n1 (configuration not stated),-1.0,1,0.0,3
Cn1c(=O)[nH]c(=O)c2c1nc(N1CCc3ccccc3C1)n2CCSc1ncccn1,-0.3,3,-0.1,-8

# Screening results from PubChem BioAssay.
